High-throughput results: PubChem, several laboratories
LANA DNA inh = inhibitors of KSHV LANA C-terminal domain DNA binding. MBP-C-LANA/FAM-LBS DNA binding, fluorescence polarization. inhibition, % at 9 µM. 340,000 compounds, 0.078% hits. AID 504423;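 active means highest replicate inhibition at or above 60% at 9 µM, even if other replicates fall short; inactive means all replicates below 60% inhibition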;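 further: 0% = neutral control wells and 100% = 4 µM acridine orange control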
SR-BI uptake up = enhances SR-BI lipid uptake from DiI-HDL. CHO ldlA[mSR-BI] cells, DiI-HDL uptake fluorescence, 3 h; 100 = double the neutral-control signal. activation, % at 12.5 µM. 320,000 compounds, 0.096% hits;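 active means mean replicate activation of at least 60% and every replicate at or above 60%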;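 further: 0% = median plate neutral-control signal and 100% = twice that signal; values of inactives mirror those of a sister screen read the other way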
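Material: SR-BI-overexpressing, LDLR-lacking CHO cells | Dosing: Single compound concentration, delivered by pin transfer | Probe or stimulus: Labelled HDL, 10 µg/mL | Signal: Bottom-read cell fluorescence after medium removal, ex 550/em 595 nm | Schedule: 3 h, 37 °C | Evaluation: HDL uptake via cellular fluorescence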
CAL PDZ FP-1 = blocks peptide binding to human CAL PDZ domain; Q9HD26; purified CAL PDZ, TMR-peptide fluorescence polarization, 1 h; 330,000 compounds, 0.02% hits; inhibition, % at 20 µM; AID 504414;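 active means highest replicate inhibition of at least 40%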;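 further: plate controls were DMSO neutral control wells for no effect and unlabeled competitor peptide control wells for full effect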
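System: purified tagged CAL PDZ domain construct (CerCALP). Schedule: 1 h incubation at room temperature before polarization reading. Medium: 25 mM sodium phosphate pH 7.4, 150 mM NaCl, TCEP, IgG, Thesit. Read-out: percent inhibition from loss of millipolarization. Measured by: FP readout, S and P plane fluorescence. Probe or stimulus: fluorescent TMR peptide probe.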
Keap1-Nrf2 PPI = inhibitors of human Keap1-Nrf2 protein-protein interaction; Q14145; Keap1 Kelch-Nrf2 peptide fluorescence polarization, 1536-well; inhibition, % at 9.4 µM; 340,000 compounds, 0.15% hits; in the data active means inhibition above about 12%;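 further: human Keap1 Kelch domain with fluorescein labeled Nrf2 9mer peptide probe; 0% = neutral control wells and 100% = peptide positive control; higher means more block of Keap1 binding to Nrf2 peptide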
PKA-R2B act = activates the human PKA-R2B holoenzyme complex; P22694+P31323; PKA-R2B holoenzyme dissociation, Cy5-IP20 fluorescence polarization; R2B truncated from residue 108, S112A mutant; 0% DMSO only, 100% 113 µM cGMP; activation, % at 11.4 µM; 340,000 compounds, 0.079% hits; AID 504700;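 active means activation above a cutoff set at the mean over all compounds plus 3 SD, cut at about 18% in these data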;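 further: higher means more holoenzyme dissociation and a rise in polarization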
Target sequence (P31323 whole entry, looked up, other chains not shown, the tested form may be a part): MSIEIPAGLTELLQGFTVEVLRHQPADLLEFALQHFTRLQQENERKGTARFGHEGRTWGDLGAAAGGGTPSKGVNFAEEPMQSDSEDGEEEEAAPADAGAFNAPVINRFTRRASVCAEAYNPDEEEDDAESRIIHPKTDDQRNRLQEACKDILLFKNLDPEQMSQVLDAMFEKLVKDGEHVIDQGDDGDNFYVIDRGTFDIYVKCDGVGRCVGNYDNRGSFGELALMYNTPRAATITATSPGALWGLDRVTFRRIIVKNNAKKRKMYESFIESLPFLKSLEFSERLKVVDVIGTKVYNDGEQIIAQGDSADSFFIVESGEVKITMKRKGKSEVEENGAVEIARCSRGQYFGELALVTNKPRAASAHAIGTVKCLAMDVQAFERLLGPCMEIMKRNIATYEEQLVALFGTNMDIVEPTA
RTF Ca sens inh = cardiac RTF calcium desensitization; IANBD-labeled cardiac RTF, Ca2+ fluorescence; inhibition, % at 7.15 µM; 340,000 compounds, 0.12% hits; AID 493244;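 active means inhibition above the mean inhibition of all tested compounds plus 3 SD, cut at about 17% in these data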;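 further: assay run at fixed EC70 calcium of 1.6 mM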
CAL PDZ FP-2 = CAL PDZ (human) peptide binding inhibition; inhibition, % at 24.9 µM; AID 602252; Q9HD26; purified CAL PDZ, TMR-peptide fluorescence polarization, 1 h; 300,000 compounds, 0.92% hits;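 active means mean inhibition of at least 30% with at least half of replicates also reaching 30%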;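 further: 0% = DMSO neutral control and 100% = excess unlabeled competitor peptide PRC23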
Rtt109 Vps75 = inhibitors of Candida albicans Rtt109/Vps75 histone acetyltransferase | purified Rtt109/Vps75, ThioGlo CoA-SH fluorescence, 4 h | inhibition, % at 34.9 µM | 330,000 compounds, 0.16% hits | AID 540336;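 active means inhibition of at least 50% in every replicate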
Target sequence (Q5AAJ8 whole entry, looked up): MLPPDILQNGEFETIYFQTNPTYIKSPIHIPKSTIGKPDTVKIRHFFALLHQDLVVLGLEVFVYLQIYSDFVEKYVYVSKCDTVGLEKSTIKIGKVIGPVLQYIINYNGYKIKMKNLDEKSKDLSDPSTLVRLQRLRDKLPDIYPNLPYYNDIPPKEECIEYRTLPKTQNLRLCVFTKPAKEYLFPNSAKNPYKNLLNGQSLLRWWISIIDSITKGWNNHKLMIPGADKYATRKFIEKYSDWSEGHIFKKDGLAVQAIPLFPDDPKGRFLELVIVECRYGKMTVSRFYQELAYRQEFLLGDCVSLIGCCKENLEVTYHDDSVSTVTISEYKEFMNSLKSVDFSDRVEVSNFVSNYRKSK
cardiac RTF act = increases calcium sensitivity of human cardiac regulated thin filaments | IANBD-labeled TnC RTF fluorescence at EC20 calcium; 0% EC20 calcium, 100% full calcium | P19429+P45379 | AID 493008 | activation, % at 7.2 µM | 340,000 compounds, 0.24% hits;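 active means activation above the mean over all tested compounds plus 3 SD, cut at about 30% in these data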;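 further: rise in fluorescence read as greater calcium sensitivity of cardiac thin filaments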
DAGLB inhibitor = diacylglycerol lipase beta (human) inhibition; HEK293T DAGLB membrane lysate, EnzChek fluorogenic substrate; inhibition, % at 5.17 µM; 340,000 compounds, 0.059% hits; AID 504411; in the data active means inhibition above about 34%;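 further: 0% = enzyme with vehicle and 100% = wells lacking enzyme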
Active calls of the source: *; x = no result given.

Below each compound: LANA DNA inh	SR-BI uptake up	CAL PDZ FP-1	Keap1-Nrf2 PPI	PKA-R2B act	RTF Ca sens inh	CAL PDZ FP-2	Rtt109 Vps75	cardiac RTF act	DAGLB inhibitor
> CCOc1ccc(N(CC(=O)NCC2CCCO2)S(=O)(=O)c2ccc(Cl)cc2)cc1 (centres undefined)
→ -1.0	9	-0.1	-1	9	-2	-2	26	-3	-3
> Cc1ccc(C)c(OCCC(=O)OCC(=O)NC(=O)NC2CCCC2)c1
→ -0.1	19	-1.3	-5	-8	-16	0	-5	0	-3
> CN(Cc1cccs1)C(=O)Cc1csc(-c2ccccc2)n1
→ -1.1	-5	0.4	-5	4	-13	x	5	9	-3
> CC(C)CC1NC(=S)N(Cc2ccccc2)C1=O (centres undefined)
→ -0.4	-9	-1.6	0	6	-4	-1	1	3	0
> Cc1nn(C)c(Cl)c1C(N)=O
→ -0.1	9	0.0	0	-7	8	x	9	1	0
> Oc1ccc(N=Nc2n[nH]c(-c3ccc(Cl)cc3)n2)cc1
→ -1.1	x	-0.3	1	8	4	-7	5	-7	15
> C/C(Cl)=C\Cn1c(Nc2ccccc2)nc2c1c(=O)n(C)c(=O)n2C
→ 0.4	13	1.0	-3	-5	-6	x	-7	-7	3
> COc1ccc(S(=O)(=O)Nc2cc(OC)c(NC(=O)c3ccco3)cc2OC)cc1
→ 1.4	-28	-3.8	-6	-3	-1	-6	10	7	1
> COc1cc(CC(NC(C)=O)C(=O)NC2CCN(c3c(Cc4ccccc4)c(C)nc4ncnn34)CC2)cc(OC)c1 (centres undefined)
→ 0.1	9	0.0	-1	-8	0	-3	3	-3	0
> COc1ccc(Oc2ncnc3c2oc2ccc(Br)cc23)cc1
→ -2.3	12	-0.9	3	-2	9	-1	-7	-3	-2
> COC(=O)c1cncc(C)c1
→ -0.6	3	-1.3	-1	2	-8	-7	5	8	1
> O=C(CCn1c(=O)c2sccc2n(CC(=O)NCc2ccco2)c1=O)NCc1ccccc1
→ 0.0	32	-1.1	-5	-6	-4	-3	6	-4	0
> C#CCOC(=O)CCCNc1ccc([N+](=O)[O-])cc1[N+](=O)[O-]
→ 1.4	2	1.0	6	1	3	0	7	-3	4
> CNCCOc1ccc(Cl)c(Cl)c1
→ -0.5	7	0.6	-2	-1	-3	-3	7	1	-1
> CCOC(=O)N1CCN(C(=O)CCn2c(=S)[nH]c3ccccc3c2=O)CC1
→ 0.0	1	-0.4	0	-10	-2	16	-7	-3	3
> CCOCCCN(CC(=O)NC1CCCC1)C(=O)C(=O)Nc1ccc2c(c1)OCCO2
→ 1.8	4	-2.3	-2	1	10	-2	0	-2	1
> CN(CC(=O)Nc1ccc(Cl)c(C(F)(F)F)c1)Cc1cc(=O)n2ccsc2n1
→ -1.0	3	-0.5	-6	5	3	-3	-1	-2	-2
> COc1ccc(OC)c(-c2csc(NC(=O)CSc3ccc([N+](=O)[O-])cc3)n2)c1
→ 0.6	-41	-3.0	-6	-22	-1	-4	x	-9	-2
> CC1Cc2ccccc2N1C(=O)COC(=O)/C=C/c1cccc(F)c1 (centres undefined)
→ 2.0	-9	-0.2	1	2	-8	-2	-1	6	-7
> CCCCNC(=S)NNC(=O)c1c(C)nc2ccccn12
→ -0.3	6	-1.0	0	-7	4	-2	x	-1	1
> COc1cccc(N2CCc3c(C)nc4ccc(Cl)cc4c32)c1
→ -2.8	-17	-4.1	-5	2	2	-4	-2	0	1
> Cc1cc(C(=O)N2CCCc3ccccc32)ccc1[N+](=O)[O-]
→ -1.3	-64	-0.1	2	-4	0	-8	-1	0	-3
> C#CCn1c(=NC(=O)c2ccc(Br)s2)sc2cc(NC(C)=O)ccc21
→ -1.1	4	-1.3	-3	-2	-4	-4	1	0	-1
> C1CCCN(CCCCN2CCCCCC2)CC1
→ -1.0	19	-2.1	-4	-1	-6	x	-7	7	0
> COc1ccc2[nH]c(=O)c(NC(N)=S)nc2c1
→ 0.3	-10	-0.5	-2	-4	-1	1	1	0	1
> O=C(NNc1cc(N2CCOCC2)nc(N2CCOCC2)n1)c1ccc(Cl)cc1Cl
→ -1.2	4	-0.2	2	-7	0	x	2	6	-1
> Cc1[nH]c(=O)[nH]c(=O)c1S(=O)(=O)N1CCCC(C(=O)NCc2ccc3c(c2)OCO3)C1 (centres undefined)
→ -0.8	-7	-0.6	-4	x	x	11	-2	x	x
> COC(=O)C1=C(N)Oc2cc(C)n(CC3CCCO3)c(=O)c2C1c1ccccc1 (centres undefined)
→ -0.4	0	-0.8	-1	9	-3	-4	16	4	-1
> Cc1ccc(C)c(OCCC(=O)OC(C)C(=O)Nc2c(C)n(C)n(-c3ccccc3)c2=O)c1 (centres undefined)
→ 0.6	3	-1.6	-5	-1	-15	0	-1	0	-1
> CC(C)=CC(=O)NCc1c(Cl)cccc1-n1cccc1
→ 1.0	21	-2.2	-4	-2	-7	x	-12	9	-1

Further structures
Below each compound: LANA DNA inh	SR-BI uptake up	CAL PDZ FP-1	Keap1-Nrf2 PPI	PKA-R2B act	RTF Ca sens inh	CAL PDZ FP-2	Rtt109 Vps75	cardiac RTF act	DAGLB inhibitor
> CN(CCCC(=O)Nc1nccs1)S(=O)(=O)c1ccc(Cl)cc1
→ -0.1	14	-1.0	-3	-3	-9	-2	-3	-3	3
> CCOc1ccc(NC(=O)CCCOc2cc(=O)n(C)c3ccccc23)cc1
→ 1.0	-9	-0.4	5	-1	-1	-6	-6	-1	-3
> COCCC(=O)N1CCCC(C(=O)c2ccc(Oc3ccccc3)cc2)C1 (centres undefined)
→ 1.7	-17	-0.2	-6	-7	1	-2	0	4	-4
> CCOC(=O)C1CC(=O)c2ccccc2C1c1ccccc1 (centres undefined)
→ 0.2	-9	-0.4	0	1	1	-6	-5	-4	-3
> CC(=O)N(CCc1ccccc1C)Cc1cc2cc(C)ccc2[nH]c1=O
→ -0.2	6	-0.2	-1	-9	1	-3	2	-3	2
> Cc1ccc(S(=O)(=O)n2nc(OC(=O)C(C)(C)C)cc2N)cc1
→ 1.9	22	-3.4	-3	-8	-17	-1	-2	2	-3
> Cc1csc(NC(=O)C(C)N2C(=O)c3ccccc3S2(=O)=O)n1 (centres undefined)
→ 0.9	12	-0.4	-3	2	-2	-3	2	2	-2
> COc1ccc(N2CCN(C(=O)c3ccc(CS(=O)(=O)c4ccccc4C)o3)CC2)cc1
→ -0.9	-18	-0.8	-4	16	-10	x	3	5	1
> COc1ccc(-c2ccnc3nc(N4CCN(c5ccccc5)CC4)nn23)cc1
→ 0.3	-45	-2.1	-5	-3	-3	-4	-8	-4	1
> CC(C)(C)C(=O)C(Oc1cccc2nonc12)n1cncn1 (centres undefined)
→ 0.4	14	-2.2	-3	-11	2	-2	x	1	2
> CC(C)Cn1c(N)c(C(=O)CSc2nnnn2-c2ccc(Cl)cc2)c(=O)n(C)c1=O
→ 14	x	-1.7	4	-7	-1	4	-2	0	0
> O=C(NCc1ccc2c(c1)OCO2)c1ccc(COc2cccc(Cl)c2)o1
→ 1.3	2	-2.8	-8	-11	-6	3	-2	3	-4
> CCC(CC)C(=O)c1c[nH]c(C(=O)NCc2cccs2)c1
→ 0.3	19	-1.7	2	-11	0	x	-9	-2	-2
> O=C(O)/C=C/C(=O)N1CCN(C(c2ccccc2)c2ccccc2)CC1
→ 0.6	17	-0.7	3	0	-3	2	-3	1	-1
> COc1ccc(NS(=O)(=O)c2ccc(N3CCOCC3)c(N)c2)cc1
→ -1.0	11	-0.5	-3	-10	-4	-3	2	-8	0
> CCN1C(=O)/C(=C\N2CCN(C(=O)c3ccco3)CC2)SC1=S
→ 4.6	4	-1.6	6	0	-2	-3	-2	7	-1
> Cc1nn(-c2ccccc2)c(C)c1NC(=O)COc1ccc(C#N)cc1
→ -0.7	39	-0.6	-5	-4	-5	-2	-10	13	-3
> CN(CC(=O)Nc1ccccc1C(F)(F)F)CC(=O)N1CCCCCC1
→ 0.5	20	-0.5	-4	-3	-4	11	-2	-1	1
> Nc1c(C(=O)O)cnc2nc(N3CCOCC3)nn12
→ -0.5	4	-1.3	-2	2	5	-10	0	-4	1
> COC(=O)c1ccc(Nc2ncnc3c2cnn3-c2cccc(C)c2)cc1
→ -0.4	-16	-1.0	2	-2	-5	x	-18	-5	1
> CC1=CC(C)(C)N(C(=O)c2ccccc2)c2ccc(C)cc21
→ 0.9	-41	-2.0	1	-5	3	-4	-8	-3	-15
> C/C(=N/NS(=O)(=O)c1ccc(Br)cc1)c1ccc(NC(=O)c2ccc(C)o2)cc1
→ 1.3	-1	-0.3	1	3	-2	x	8	-4	-2
> CC1=C(C(=O)Nc2ccccc2)C(c2ccccn2)n2nc(CCCO)nc2N1 (centres undefined)
→ 0.1	-37	-1.3	-4	-7	1	x	11	2	-2
> Cc1ccc(/C=N/NC(=O)CNC(=O)Cc2ccccc2)o1
→ -0.9	13	-2.7	1	-12	5	-2	11	5	2
> CCc1ccccc1NC(=O)C1CCCN(c2ncccn2)C1 (centres undefined)
→ -0.1	6	-2.5	1	4	-1	-3	-3	-4	-2
> CCCn1c(Nc2cccc(OC)c2)nc2ccccc21
→ 0.8	-3	0.9	-3	1	-4	x	0	-2	1
> COc1ccc(CCNC(=O)COC(=O)c2cnccn2)cc1
→ 0.2	6	0.0	-5	2	-7	-5	-8	-2	4
